Screening data as filed in PubChem.
DAX1 inh-1 – DAX1 (NR0B1) inhibitors on StAR promoter, primary screen, cell-based, luminescence, SF-1 (NR5A1), full-length DAX-1. AID 652010, 2013. HEK293T StAR-luciferase reporter, SF-1/DAX-1 repression relief. inhibition, % at 6.8 µM. 370,000 compounds, 1.1% hits;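 active = inhibition above the mean over all tested compounds plus 3 SD, cut at about 3.6% in these data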;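 also: 0% = DAX-1 cells with DMSO and 100% = cells lacking DAX-1 with DMSO; higher inhibition means more luminescence from relief of DAX-1 repression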
sPLA2-III inh – human group III sPLA2 inhibitors, primary screen, biochemical, QFRET, BODIPY PC-A2 liposome substrate; QFRET BODIPY PC-A2 liposome hydrolysis, fluorescence; inhibition, % at 12.2 µM; 370,000 compounds, 0.56% hits; AID 743126, 2013;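 active = inhibition above mean plus 3 SD of compounds lying within the high and low control bounds, cut at about 19% in these data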;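 also: 0% = median of test compound wells and 100% = no enzyme DMSO wells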
hgDAF-12 ag – H. glycines DAF-12 receptor agonists, primary screen, cell-based, luminescence, HEK293, GAL4 fusion, UAS-luciferase. activation, % at 6.8 µM. HEK293 GAL4-hgDAF12 UAS-luciferase reporter, agonist luminescence; normalized to butyrate control. AID 687014, 2013. 370,000 compounds, 1.8% hits. Nuclear hormone receptor DAF-12 (Heterodera glycines), GAL4 fusion;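 active = activation above a cutoff set at the mean of all screened compounds plus 3 SD, cut at about 10% in these data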;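 also: 0% = DMSO wells and 100% = sodium butyrate wells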
hcDAF-12 act – H. contortus DAF-12 nuclear receptor activators, primary screen, cell-based, luminescence, HEK293, lit1-tk-luc reporter; 370,000 compounds, 1.4% hits; activation, % at 6.8 µM; HEK293 hcDAF-12 lit1-tk-luc reporter; 0% DMSO, 100% Δ7-dafachronic acid;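 active = activation above the mean of all tested compounds plus 3 SD, cut at about 5.5% in these data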;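 also: 100% = response to 3 µM Δ7-dafachronic acid high control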
ssDAF-12 act – S. stercoralis DAF-12 nuclear receptor activators, primary screen, cell-based, luminescence, HEK293, GRIP1 co-expression, lit1-tk-luc | Nuclear hormone receptor DAF-12 (Strongyloides stercoralis) | HEK293 ssDAF-12/GRIP1 lit1-tk-luc reporter; % of 3 µM dafachronic acid response | activation, % at 6.8 µM | 370,000 compounds, 1% hits;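 active = activation above the mean over all tested compounds plus 3 SD, cut at about 0.9% in these data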;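 also: 0% = DMSO-only wells and 100% = 3 µM delta7-dafachronic acid wells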
GAA850 FXN act – FXN promoter activators, primary screen, cell-based, luciferase luminescence, HEK293 lucGAA850; activation, % at 6 µM; 360,000 compounds, 0.56% hits; HEK293 lucGAA850 FXN promoter luciferase reporter, 24 h; percent of 10 µM SAHA response;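 active = activation above the average of all compounds screened plus 3 SD, cutoff fixed separately per campaign, cut at about 7.5% in these data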;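 also: 0% = DMSO wells and 100% = 10 µM SAHA wells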
Rev-erbA mod – modulators of Rev-erb alpha DNA binding, primary screen, biochemical, FITC-DNA, fluorescence polarization, uHTS | Nuclear receptor subfamily 1 group D member 1 (Homo sapiens), P20393 | Rev-erbα–FITC-DNA binding, 90 min | activity, % at 10 µM | 370,000 compounds, 0.79% hits | AID 1259318, 2017;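 active = activity above about 14%, limit read from the data; passing the limit was not always enough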;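 also: 0% = DMSO wells with 35 nM protein and 100% = DMSO wells with 750 nM protein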
Target sequence (P20393 whole entry, looked up): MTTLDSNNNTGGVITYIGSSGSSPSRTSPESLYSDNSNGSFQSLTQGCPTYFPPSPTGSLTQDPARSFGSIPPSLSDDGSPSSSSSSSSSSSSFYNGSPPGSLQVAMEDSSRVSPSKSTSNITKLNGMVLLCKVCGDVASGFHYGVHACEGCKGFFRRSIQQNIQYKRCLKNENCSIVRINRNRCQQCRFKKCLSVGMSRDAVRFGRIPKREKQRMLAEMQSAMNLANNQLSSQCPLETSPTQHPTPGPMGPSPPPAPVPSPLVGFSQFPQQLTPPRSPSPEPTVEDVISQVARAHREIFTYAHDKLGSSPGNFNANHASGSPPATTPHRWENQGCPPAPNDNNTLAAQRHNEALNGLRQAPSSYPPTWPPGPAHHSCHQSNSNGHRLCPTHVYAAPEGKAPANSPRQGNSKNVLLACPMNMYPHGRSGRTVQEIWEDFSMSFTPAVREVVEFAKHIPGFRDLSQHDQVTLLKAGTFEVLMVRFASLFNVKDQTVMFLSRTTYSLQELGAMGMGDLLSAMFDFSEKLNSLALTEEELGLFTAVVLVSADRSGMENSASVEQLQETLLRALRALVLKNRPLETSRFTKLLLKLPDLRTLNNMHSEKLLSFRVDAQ
DAX1 inh-2 – DAX1 (NR0B1) inhibitors, primary screen, cell-based, HEK293, Gal4-DAX1, luciferase luminescence; Nuclear receptor subfamily 0 group B member 1 (Homo sapiens), P51843; inhibition, % at 6.75 µM; 340,000 compounds, 0.99% hits; AID 504766, 2011; HEK293 Gal4-DAX1 luciferase reporter;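 active = inhibition above the mean over all tested compounds plus 3 SD, cut at about 4.2% in these data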;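 also: 0% = DAX1-transfected cells with DMSO and 100% = empty-vector control cells with DMSO; inhibition shows as a rise in luminescence from relieved DAX1 repression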
Target sequence (P51843 207-470 limits assumed): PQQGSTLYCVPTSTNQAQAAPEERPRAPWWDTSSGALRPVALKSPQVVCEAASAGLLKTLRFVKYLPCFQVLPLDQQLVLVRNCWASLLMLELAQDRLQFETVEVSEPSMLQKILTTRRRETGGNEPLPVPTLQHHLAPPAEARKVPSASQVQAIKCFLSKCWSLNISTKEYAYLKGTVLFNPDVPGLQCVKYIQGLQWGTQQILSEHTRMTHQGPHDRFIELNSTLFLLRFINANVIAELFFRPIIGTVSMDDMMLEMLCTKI
PG9 Ab binder – binders of HIV-1 gp120 antibody PG9, primary screen, biochemical, TR-FRET. HIV-1 gp120 / PG9 antibody interaction. TR-FRET gp120-PG9 antibody binding. inhibition, % at 6.7 µM. 360,000 compounds, 0.43% hits; in the data active = inhibition above about 8.5%
PLCb3 inh – human PLC-beta3 inhibitors, primary screen, biochemical, fluorescence | Purified PLC-beta3, fluorogenic substrate | inhibition, % at 12.2 µM | 370,000 compounds, 0.18% hits; in the data active = inhibition above about 11%;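 also: 0% = median of compound wells on plate and 100% = full blocker control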
SMARCA2 act – SMARCA2 (BRM) function activators, primary screen, cell-based, luminescence, high throughput; MG213 cells, MMTV-luciferase reporter, dexamethasone, overnight; activation, % at 9.1 µM; 370,000 compounds, 1% hits; AID 652017, 2013; in the data active = activation above about 7.8%;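 also: 0% = vehicle wells and 100% = reference activator wells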
* hit, by the source's call; / = no result given.

smiles	SMARCA2 act	DAX1 inh-1	ssDAF-12 act	sPLA2-III inh	Rev-erbA mod	hgDAF-12 ag	GAA850 FXN act	hcDAF-12 act	PLCb3 inh	PG9 Ab binder	DAX1 inh-2
COCCCN1C(=O)/C(=C\c2ccc3c(c2)OCO3)C(C(=O)OC)=C1C	0	0.0	-1.2	-2	3	1.4	1.4	-0.2	-7	-2.3	1.5
COc1cc(C(=O)Nc2cc(S(C)(=O)=O)ccc2Cl)ccc1OCC(=O)N1CCOCC1	-2	0.9	-0.8	1	-6	1.5	1.7	0.6	-4	0.1	0.5
CN(CCc1ccccc1)C(C(=O)Nc1ccc2c(c1)OCCO2)C1CC1 (configuration not stated)	-3	0.7	-1.2	10	-1	1.6	/	0.2	-2	-2.6	/
NC(=S)NN=C1CCC(C2CCCCC2)CC1 (configuration not stated)	-2	-4.7	-1.6	7	-3	-2.4	-2.9	-1.4	0	0.1	-1.9
CCOc1ccccc1N(CC(=O)NCCSc1ccccc1)S(C)(=O)=O	-4	0.1	0.1	-3	3	-0.3	-0.1	-0.1	0	-0.5	0.0
O=C1CCCN=C(Nc2ccc(F)c(Cl)c2)S1	-1	-0.2	-0.8	-2	1	0.8	0.1	-0.5	-4	-0.2	-1.5
Cc1cccnc1CN1CCN(Cc2nc(Cc3cccc(F)c3)no2)CC1	1	0.8	-1.7	1	0	-0.7	1.3	-1.1	-29	1.2	-0.5
CC1(C)CC(Cc2ccc(C(F)(F)F)cn2)N(C(=O)OC(C)(C)C)C1 (configuration not stated)	-4	1.4	-0.8	19	3	1.0	/	0.8	3	0.2	/
Cn1sc(NC(=O)c2cccc(Cl)c2)nc1=O	3	0.5	-1.2	1	0	3.0	3.6	0.4	-3	-1.4	2.0
CCC(C)[C@H](NC(=O)C1CC(=O)N(c2ccc3c(c2)OCO3)C1)C(=O)NC1CCCCC1 (some centres not stated)	-2	-0.3	-0.9	0	-3	-0.3	-1.0	0.3	-10	2.0	0.7
O=C(Cn1nnc(-c2ccccc2F)n1)Nc1ccc(Cl)cc1	1	0.8	-1.1	-2	4	-1.7	/	-0.8	-2	/	/
Cc1cc(Cn2nnc(-c3ccc(Br)cc3)n2)cc(C)c1O	-1	1.0	-1.1	-24	5	-1.1	-0.9	1.8	-2	-2.1	0.6
COc1ccc(-n2c(SCc3cn4c(C)cccc4n3)nc3ccccc3c2=O)cc1OC	-1	-0.5	-1.9	-11	3	-4.5	2.7	-3.4	-3	1.6	-2.9
NS(=O)(=O)c1ccc(NC(=O)/C=C/c2cccs2)cc1	-1	0.5	-0.8	-8	2	2.1	4.6	-0.7	-4	0.1	-0.7
CCOC(=O)Cn1c(=N)n(CCOc2ccc3ccccc3c2)c2ccccc21	-6	-0.8	-1.2	1	1	-0.8	-4.4	-0.5	0	0.2	2.0
C[C@@H]1CN([C@@H](C)CO)C(=O)c2cccc(NC(=O)Nc3cccc4ccccc34)c2O[C@H]1CN(C)S(=O)(=O)c1ccccc1F	/	/	-2.4	-22	-2	-4.7	/	-1.1	-17	/	/
CCc1nc(SCc2ccccc2)n[nH]1	1	0.2	0.0	-2	-1	6.0	3.6	1.5	-5	-1.7	0.0
Cc1ccc(SCC(=O)NC(=O)Nc2ccc3c(c2)OCCO3)c(C)c1	-3	0.2	-1.0	10	-1	0.0	-0.9	-0.8	0	0.2	0.7
Fc1ccc(CNC(=S)NCc2ccc(F)cc2)cc1	-3	0.2	-1.4	5	-1	1.1	-1.8	-1.0	-1	-1.3	-0.4
COc1ccc(-c2nnn(CC(=O)N(Cc3ccc(F)cc3)C(C(=O)NC3CCCC3)c3ccc(F)cc3)n2)cc1 (configuration not stated)	-1	-0.6	-0.8	-5	0	2.1	-4.7	-1.4	0	-0.2	0.0
COc1ccc(C2SCCN2C(=S)Nc2cccc(Cl)c2)cc1 (configuration not stated)	-2	-0.1	-1.4	6	4	1.4	1.3	-1.3	3	-1.9	-0.2
CC(OC(=O)c1ccc2ncsc2c1)C(=O)Nc1cccc(Cl)c1 (configuration not stated)	-3	0.6	-1.4	4	3	-2.2	-0.7	-1.0	-12	-3.0	-0.5
CC(C)[C@H](NC(=O)[C@@H]1CSC2c3ccccc3C(=O)N21)C(=O)N1CCCCC1 (some centres not stated)	2	-1.8	-0.6	0	1	-1.7	-0.7	0.6	-4	-2.5	0.3
NC1=NC(c2ccc([N+](=O)[O-])cc2)N(c2ccc(F)cc2)C(N)=N1 (configuration not stated)	-3	-0.1	-1.5	16	6	0.5	-0.9	-1.0	-3	-1.3	0.4
COc1ccc(C(CCNCc2ccc(F)cc2)c2ccc(F)cc2)cc1 (configuration not stated)	-1	-0.2	-1.4	-6	-6	-2.0	-0.3	-3.3	4	-0.7	0.2
CCCc1nc2ccccc2c(=O)n1NC(=O)c1c(O)c2ccccc2[nH]c1=O	-3	0.4	-1.2	-1	-5	-0.3	-1.4	-0.2	1	0.4	1.0
C[C@H]1O[C@H](O[C@H]2[C@H](O[C@@H]3CC[C@@]4(C)C(CC[C@]5(C)C4CC=C4[C@@H]6CC(C)(C)CC[C@]6(C(=O)O[C@@H]6O[C@H](CO)[C@@H](O)[C@H](O)[C@H]6O)CC[C@]45C)C3(C)C)O[C@H](C(=O)O)[C@@H](O)[C@@H]2O)[C@@H](O)[C@@H](O)[C@@H]1O (some centres not stated)	1	-0.3	-1.3	-22	-2	1.1	1.4	0.7	2	-0.5	1.1
CCOC(=O)C1CCCN(C2=NC(=O)/C(=C/c3ccc(N(C)C)cc3)S2)C1 (configuration not stated)	1	-0.4	-1.4	-6	27*	2.3	-0.5	0.7	-205	-14	-1.4
CCN1CCN(c2ccc(N3CCN(S(=O)(=O)c4cccc([N+](=O)[O-])c4)CC3)nn2)CC1	-1	-0.4	-0.4	-7	-1	1.9	2.0	-0.8	1	-0.8	1.1
COc1ccc(-c2csc(COC(=O)C(C)(C)C)n2)cc1	-1	-0.4	-0.5	1	-4	-0.7	1.9	0.2	-6	-0.1	2.7
O=C(CC1COc2ccccc2O1)Nc1ccccn1 (configuration not stated)	0	-0.5	-0.7	-4	-3	-0.3	-0.9	-1.2	0	-1.5	-1.5
Nc1nc(NCCCN2CCOCC2)nc(Nc2cccc(F)c2)c1[N+](=O)[O-]	1	-0.3	-1.7	-3	9	-4.2	3.6	-2.2	2	-4.3	-0.1
O=c1c2cnn(-c3ccc(F)cc3)c2ncn1Cc1ccccc1	1	-0.6	-1.0	-5	1	-1.4	3.1	0.1	3	0.9	0.3
CCCNC1CCS(=O)(=O)C1 (configuration not stated)	1	-0.4	-1.0	-1	-2	-0.8	0.7	-0.7	1	-1.0	1.2
O=C(N/N=C/c1ccccc1)c1sccc1OCc1ccc(F)cc1	2	0.0	-1.3	-3	-5	-1.7	3.8	-1.6	-2	0.2	0.3
NC(=O)c1ccccc1OCC(=O)Nc1ccc(Cl)c(Cl)c1	3	6.9*	2.2*	-9	2	18*	3.9	11*	-4	-1.2	5.8*
CSc1ccccc1NC(=O)Nc1cccc2ccccc12	-3	0.4	-0.4	-5	-4	-1.3	-0.7	-0.1	-54	-1.9	1.3
C=CCNC(=O)C(=O)N/N=C/c1cccc(Br)c1	-1	0.2	-1.5	-1	2	-0.7	3.3	0.5	-2	-0.1	0.6
Cc1nnc(NC(=O)Cc2ccc(OCc3c(C)noc3C)cc2)s1	-3	-0.6	-1.0	2	-5	0.2	0.7	-1.3	-4	-0.6	0.5
Cc1ccccc1CNC(=O)c1ccccc1	0	-0.8	-1.0	-2	2	-1.7	-1.4	2.4	4	1.5	0.5

DAX1 inh-1, what is marked active above.
canonical_smiles	SMARCA2 act	DAX1 inh-1	ssDAF-12 act	sPLA2-III inh	Rev-erbA mod	GAA850 FXN act	hcDAF-12 act	PLCb3 inh	PG9 Ab binder	DAX1 inh-2
NC(=O)c1ccccc1OCC(=O)Nc1ccc(Cl)c(Cl)c1	3	6.9*	2.2*	-9	2	3.9	11*	-4	-1.2	5.8*

Later entries
smiles	SMARCA2 act	DAX1 inh-1	ssDAF-12 act	sPLA2-III inh	Rev-erbA mod	hgDAF-12 ag	GAA850 FXN act	hcDAF-12 act	PLCb3 inh	PG9 Ab binder	DAX1 inh-2
Cc1ccccc1NC(=O)Cc1nc(COC(=O)c2ncc(Cl)c(Cl)c2Cl)cs1	-2	1.4	-0.6	-37	-4	0.5	-0.1	2.1	-8	-1.6	1.6
CCOC(=O)C1=C(O)C(=O)N(Cc2ccccc2)C1	-2	0.1	-0.6	12	4	1.9	1.7	0.1	-11	-1.5	2.4
COc1ccc(CNC(=O)CN(C)Cc2ccc(SC)cc2)cc1	-1	0.0	-1.0	-4	-3	-0.4	0.1	-1.8	-9	0.1	-1.7
CCCOc1ccc(N)cc1N	-2	-0.8	-0.4	4	-4	-4.1	-4.7	-0.3	-18	-8.0	-0.8
O=C(N/N=C/c1oc(O)c2ccccc12)c1ccccc1O	1	0.5	-0.5	-7	6	0.0	0.9	0.8	-8	-2.3	1.3
CCOC(=O)CNC(=O)CSc1nc(NCc2ccccc2)nc(N(C)C)n1	0	-0.1	-1.4	-6	3	0.5	-0.1	-2.9	3	-0.4	-1.4
Cc1ccc(N/N=C2\COC(C)(C)CC2=O)cc1	-2	-0.1	-0.2	3	4	5.9	2.9	-1.1	2	-1.6	0.8
CC(C)(C)C(=O)Cn1ncc(N2CCCC2)c(Br)c1=O	7	1.8	-0.1	3	0	4.6	1.4	2.6	1	-2.8	1.8
CC(/C=N/NC(=O)c1cc(-c2cccs2)[nH]n1)=C\c1ccccc1	-2	0.3	-1.3	-16	-1	2.8	2.9	-1.4	-1	-1.3	-0.3
O=C(C1CCCCC1)N1CCN(C(=O)C2CCCCC2)CC1	-3	0.5	-1.7	13	2	0.9	-1.5	-1.2	0	-0.8	0.4
Cc1cc(OC(=O)c2cccc(C(F)(F)F)c2)c([N+](=O)[O-])c(=O)[nH]1	-3	-0.3	0.1	22*	-6	2.8	0.5	1.8	2	-0.4	-0.1
Cc1nnc2n1N=C(c1ccccc1)CS2	-3	-0.1	-0.4	-6	-5	-1.9	0.6	4.9	-1	0.3	-0.9
CCn1c(SCc2c(Cl)cccc2Cl)nnc1-c1nn(-c2ccccc2)ccc1=O	1	-0.3	-1.1	2	-2	-0.5	-0.4	-0.7	0	-0.6	0.9
